Screening data as filed in PubChem BioAssay.
IL-1B inflam inh: inflammasome signaling inhibition, IL-1 beta readout; 4.7% of 360,000 active; THP-1 LPS/ATP IL-1B secretion, AlphaLISA, 16 h; hits give low values; activity change, % at 57.5 µM; AID 743279; in the data active = activity change below about -50%; inconclusive = mostly about -30% to -49%; also: % is scaled to controls: 0 for no effect and ±100 for the full control effect
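Secreted IL-1B measured by AlphaLISA bead assay after 16 h compound exposure of THP-1 cells; compounds (final up to 57.5 uM) added 1 h before LPS (250 ng/mL) and ATP (1.25 mM) stimulation; lower signal means less secretion.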
MCF10A rereplic: inducers of DNA re-replication in MCF 10A breast cells | MCF 10A DNA re-replication, Hoechst nuclear intensity, 48 h | Potency, µM (highest dose often 46.1 µM), without a hit: top-dose activity, positive = re-replication, usual class: activators | 2.9% of 350,000 active; also: potency is read from the fitted curve at half-maximal effect; % of control where 0% means no effect; nearly all actives have a fitted effect of over 50% in size
SW480 rerep: DNA re-replication induction in SW480 cells | Potency, µM (titrated, usually from 46.1 µM), inactives show at the top dose re-replication activation, hits mostly activators | SW480 DNA re-replication, Hoechst DNA content imaging, 48 h | 1.8% of 340,000 active; also: potency is read from the fitted curve at half-maximal effect; % of control where 0% means no effect; nearly all actives have a fitted effect of over 55% in size
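First, 250 cells per well were seeded. Next, compound or vehicle (23 nL) was pinned in, plates sat 48 hr at 37 C. Finally Hoechst was added for 40 min before fluorescence scanning.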
WRN helicase inh: inhibitors of human WRN helicase; Q14191; WRN helicase unwinding, fluorescent forked duplex, kinetic; Potency, µM (top dose mostly 114 µM), for the others: at the highest dose activity change, negative = inhibition, hits mostly inhibitors; 0.46% of 360,000 active; AID 651768; also: potency is read from the fitted curve at half-maximal effect; % is scaled to controls: 0 for no effect and ±100 for the full control effect; nearly all actives have a fitted effect of over 55% in size
Target sequence (Q14191 whole entry, looked up): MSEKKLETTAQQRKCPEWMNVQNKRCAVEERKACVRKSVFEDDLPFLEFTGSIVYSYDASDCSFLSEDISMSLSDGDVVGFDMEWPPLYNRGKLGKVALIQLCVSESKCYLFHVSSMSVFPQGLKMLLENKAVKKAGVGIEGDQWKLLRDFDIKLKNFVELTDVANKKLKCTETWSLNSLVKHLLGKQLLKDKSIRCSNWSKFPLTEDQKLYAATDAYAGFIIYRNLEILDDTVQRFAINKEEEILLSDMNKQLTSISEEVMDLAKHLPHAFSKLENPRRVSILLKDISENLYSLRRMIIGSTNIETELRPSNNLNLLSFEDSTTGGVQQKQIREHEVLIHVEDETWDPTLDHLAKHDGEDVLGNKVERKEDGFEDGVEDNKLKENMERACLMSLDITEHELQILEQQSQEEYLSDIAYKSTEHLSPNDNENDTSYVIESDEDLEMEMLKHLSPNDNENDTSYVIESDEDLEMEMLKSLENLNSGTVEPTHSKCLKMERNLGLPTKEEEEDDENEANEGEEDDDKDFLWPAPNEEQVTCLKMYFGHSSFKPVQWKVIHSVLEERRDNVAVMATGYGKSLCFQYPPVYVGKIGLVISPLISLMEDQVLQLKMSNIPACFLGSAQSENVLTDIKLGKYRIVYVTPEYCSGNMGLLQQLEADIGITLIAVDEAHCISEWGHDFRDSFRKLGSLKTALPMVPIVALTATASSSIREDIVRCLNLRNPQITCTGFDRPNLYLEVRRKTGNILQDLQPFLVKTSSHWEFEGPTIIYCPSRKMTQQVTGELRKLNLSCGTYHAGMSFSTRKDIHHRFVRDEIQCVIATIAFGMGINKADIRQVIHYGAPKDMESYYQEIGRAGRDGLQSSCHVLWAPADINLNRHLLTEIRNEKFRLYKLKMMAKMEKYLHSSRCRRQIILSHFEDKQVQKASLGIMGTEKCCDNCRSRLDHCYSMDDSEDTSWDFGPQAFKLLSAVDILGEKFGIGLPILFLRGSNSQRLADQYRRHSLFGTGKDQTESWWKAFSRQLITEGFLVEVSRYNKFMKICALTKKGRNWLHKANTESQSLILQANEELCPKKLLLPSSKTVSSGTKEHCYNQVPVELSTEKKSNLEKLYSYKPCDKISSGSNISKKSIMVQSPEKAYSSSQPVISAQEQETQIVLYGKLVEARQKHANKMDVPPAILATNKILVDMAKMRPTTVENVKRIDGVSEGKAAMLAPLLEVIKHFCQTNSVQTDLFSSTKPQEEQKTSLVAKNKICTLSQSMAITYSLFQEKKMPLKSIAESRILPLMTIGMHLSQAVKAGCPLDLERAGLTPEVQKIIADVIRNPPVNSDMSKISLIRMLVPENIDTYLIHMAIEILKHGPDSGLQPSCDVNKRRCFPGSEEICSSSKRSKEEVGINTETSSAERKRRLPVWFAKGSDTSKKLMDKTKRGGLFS
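Screening of the MLSMR collection measured strand separation of a quenched forked DNA duplex (100 nM) by 20 nM WRN with 2 mM ATP, all final. Compounds were preincubated with enzyme 15 min at room temperature.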
HT1080-NT tox: kills 2HG-producing HT-1080-NT fibrosarcoma cells. HT-1080-NT fibrosarcoma viability, CellTiter-Glo ATP luminescence, 48 h. Potency, µM (top dose mostly 46.1 µM), inactives show at the highest dose activity, negative = less viability, usual class: cytotoxic. 1.6% of 360,000 active. AID 686970;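 also: NT is the 2HG producing partner of a matched IDH1 knockdown line; potency is read from the fitted curve at half-maximal effect; 0% = DMSO-treated cells and -100% = media-only wells without cells; nearly all actives have a fitted effect of over 55% in size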
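A 48-hour cytotoxicity screen used HT-1080-NT cells plated 2 hours before compound delivery. ATP-based CellTiter-Glo luminescence measured viability, normalized to DMSO and no-cell controls.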
ATXN2 expr inh: reduces ATXN2 reporter expression in HEK-293 cells; HEK-293 ATXN2-luciferase reporter, luminescence, 24 h; Potency, µM (series often up to 57 µM), for inactives: at the highest dose activity change, negative = inhibition, hits mostly inhibitors; 0.72% of 360,000 active; AID 1745845; also: potency is read from the fitted curve at half-maximal effect; % is scaled to controls: 0 for no effect and ±100 for the full control effect; nearly all actives have a fitted effect of over 55% in size
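qHTS (up to 57 uM final) was run with 24 h compound exposure of reporter cells at 37 °C. Each well was multiplexed: SteadyGlo luminescence measured ATXN2-luciferase expression after a fluorogenic Gly-Phe-AFC viability readout (25 uM final).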
KB-3-1 cytotox: kills parental KB-3-1 adenocarcinoma cells. 1.4% of 400,000 active. KB-3-1 viability, CellTiter-Glo ATP luminescence, 72 h. AID 1347075. Potency, µM (series often up to 46.1 µM), without a hit: at the highest dose activity change, negative = cytotoxic, most hits filed as cytotoxic; also: potency is read from the fitted curve at half-maximal effect; % is scaled to controls: 0 for no effect and ±100 for the full control effect; nearly all actives have a fitted effect of over 60% in size
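Multi-concentration cytotoxicity screen in KB-3-1 cells grown in DMEM lacking phenol red with 10% FBS. After 72 h at 37 °C with compound, ATP-dependent luminescence was recorded.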
HT1080 IDH1KD tx: toxicity to HT-1080 IDH1 knockdown cells (counter line); HT-1080 IDH1 knockdown viability, ATP luminescence, 48 h; Potency, µM (series often up to 46.1 µM), for the others: top-dose activity, negative = toxicity, usual class: cytotoxic; 2% of 360,000 active;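 also: potency is read from the fitted curve at half-maximal effect; 0% = DMSO wells and -100% = cell-free medium wells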
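Viability of IDH1-knockdown HT-1080 fibrosarcoma cells was assessed by CellTiter-Glo after 48 h at 37 °C with titrated compound; concentration-effect curves were classified by fit quality and response size.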
KB-V1 cytotox: KB-V1 MDR subline cytotoxicity | KB-V1 MDR cells viability, CellTiter-Glo, 72 h | Potency, µM (doses to about 46.1 µM), for the others: at the highest dose activity change, negative = cytotoxicity, actives largely listed as cytotoxic | 3.4% of 400,000 active; also: potency is read from the fitted curve at half-maximal effect; % is scaled to controls: 0 for no effect and ±100 for the full control effect; nearly all actives have a fitted effect of over 60% in size
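Following 72 h at 37 degrees C with compound, KB-V1 cell viability was read by CellTiter-Glo luminescence, medium being phenol-red-free DMEM plus 10% FBS; concentration-response parameters came from normalized, curve-fitted qHTS data.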
* hit, by the source's call; ? = inconclusive; . = no result given; [ ] = dose if it differs, or a comment. Unless noted, calls follow the shape of the dose curve; as a rule, active = well fitted curve in the direction sought with a large enough effect; inconclusive = small, poorly fitted or top-dose-only effect, or another doubt; inactive = no such curve, though single readings can be large; an effect the other way counts as inactive or inconclusive.

The opening 4 compounds as a preview:
SMILES	IL-1B inflam inh	MCF10A rereplic	SW480 rerep	WRN helicase inh	HT1080-NT tox	ATXN2 expr inh	KB-3-1 cytotox	HT1080 IDH1KD tx	KB-V1 cytotox
COc1ccc(OC)c(NC(=S)NC(=O)c2ccc(Br)o2)c1	9	0%	21%	6%	0%	-7%	26%	0%	?
O=C(Cc1ccccc1)Nc1nnc(SCC(=O)NC2CCCC2)s1	12	-1%	-3%	-1%	-10%	-11%	-2%	-17%	3%
Cc1cc(C)cc(N(CCC#N)C(=O)COC(=O)C2CCN(c3ccc(C(F)(F)F)cn3)CC2)c1	-11	4%	-7%	-16%	-7%	-3%	13%	-13%	?
C=CCn1c(=O)[nH]c2cc(C(=O)N3CC=C(c4ccccc4)CC3)ccc2c1=O	-13	?	22%	-5%[57.1 µM]	-2%	-23%	-14%	-10%	-14%

The whole of this part, from the start:
SMILES	IL-1B inflam inh	MCF10A rereplic	SW480 rerep	WRN helicase inh	HT1080-NT tox	ATXN2 expr inh	KB-3-1 cytotox	HT1080 IDH1KD tx	KB-V1 cytotox
COc1ccc(OC)c(NC(=S)NC(=O)c2ccc(Br)o2)c1	9	0%	21%	6%	0%	-7%	26%	0%	?
O=C(Cc1ccccc1)Nc1nnc(SCC(=O)NC2CCCC2)s1	12	-1%	-3%	-1%	-10%	-11%	-2%	-17%	3%
Cc1cc(C)cc(N(CCC#N)C(=O)COC(=O)C2CCN(c3ccc(C(F)(F)F)cn3)CC2)c1	-11	4%	-7%	-16%	-7%	-3%	13%	-13%	?
C=CCn1c(=O)[nH]c2cc(C(=O)N3CC=C(c4ccccc4)CC3)ccc2c1=O	-13	?	22%	-5%[57.1 µM]	-2%	-23%	-14%	-10%	-14%
Cc1c(NC2=NC3(CCCCC3)Cc3ccccc32)c(=O)n(-c2ccccc2)n1C	-3	1%	5%	-10%	-4%	-13%	-6%	-2%	0%
O=C(NCCCc1ccncc1)C1CCC(=O)N(Cc2ccc(Cl)cc2)C1 (stereo unspecified)	5	13%	-2%	4%	8%	0%	17%	2%	2%
Cc1nn(CC2CC2)c(=O)n1N(C)c1ncc(C(F)(F)F)cc1Cl	25	-8%	3%	-34%	-3%	-17%	-5%	6%	?
O=C1c2cccc3cccc(c23)C(=O)N1c1cccnc1	13	18µM*	3%	-2%	-1%	-16%	14%	2%	-13%
Cc1ccc(C)c(N2CCN(C(=O)Cn3ncn4cccc4c3=O)CC2)c1	16	-9%	-1%	-4%	1%	-2%	-25%	2%	-7%
C/C=C/C(=O)N1CC2(CC(c3cccc(NC(=O)COc4ccc(Cl)cc4)c3)=NO2)C[C@@H]1C(N)=O (stereo partly specified)	?	-7%	-7%	-2%	11%	0%	-6%	9%	-10%
CCCC(=O)N1CC(=O)Nc2ccc(C)cc2C1c1ccccc1 (stereo unspecified)	30	1%	2%	0%	9%	5%	-10%	13%	-5%
CCC(=O)NC(Nc1c(C)n(C)n(-c2ccccc2)c1=O)C(Cl)(Cl)Cl (stereo unspecified)	3	1%	1%	2%	0%	.	0%	-7%	5%
O=C(Nc1nnc(C(F)(F)F)s1)c1ccc(Br)s1	-55*	19%	2%	-2%	?	?	4.6µM*	?	2.9µM*
Nc1nc(NCCN2CCOCC2)nc(NCc2ccccc2)c1[N+](=O)[O-]	-2	17%	?	2%	-6%	2%	-9%	-13%	-13%
Cc1nc(-c2ccc(F)cc2)c(CC(=O)N(C)CC(=O)Nc2ccccc2Br)s1	13	4%	-5%	-13%	-2%	-1%	-3%	2%	-12%
Cc1cc(F)ccc1C(O)c1ncc(-c2ccc(Oc3ccccc3)cc2)[nH]1 (stereo unspecified)	1	.	.	-11%	?	?	0%	?	5%
O=C(Nc1nnc(C23CC4CC(CC(C4)C2)C3)s1)c1ccco1	-21	-2%	-6%	3%	13%	26%	1%	12%	0%
CC(=O)Nc1ccc(S(=O)(=O)N(C)CC(=O)N/N=C/c2ccc(C(=O)O)cc2)cc1	0	5%	-10%	9%	4%	.	1%	-1%	20%
CCN(CC)S(=O)(=O)c1ccc(N2CCOCC2)c(NC(=O)c2cc3ccccc3oc2=O)c1	-11	0%	-12%	4%	-10%	-10%	13%	-11%	?
Cc1ccc(S(=O)(=O)N2C3C=CC(C3)C2C(=O)O)cc1 (stereo unspecified)	8	0%	6%	3%	9%	-8%	18%	-4%	-20%
CNC(=O)CN(c1ccc(Oc2ccccc2)cc1)S(=O)(=O)c1ccc(C)cc1	2	-4%	-5%	-14%	9%	2%	6%	13%	-19%
CCOc1ccc(CCNC(=O)c2cc3ccccn3n2)cc1OCC	0	3%	-2%	-5%	-15%	-14%	?	-1%	?
NN1C(=O)/C(=C\c2ccco2)SC1=S	-7	2%	7%	-5%[11.6 µM]	-4%	8%	0%	-8%	-1%
O=C(c1cccs1)N(Cc1ccc(Cl)cc1)C1CCS(=O)(=O)C1 (stereo unspecified)	62	8%	?	1%	-8%	-7%	-1%	-2%	?
O=C(c1ccc(-c2ccc([N+](=O)[O-])cc2)o1)N1CCCCC1	0	?	-14%	-1%	5%	45%[activator]	0%	5%	0%
COc1ccc(C(=O)C2CCCN(Cc3c[nH]c4ccccc34)C2)c(OC)c1 (stereo unspecified)	?	-5%	-3%	-2%	?	-36%	-24%	?	13%
Cc1cc2ccccc2c(=O)n1CC(=O)NCC(=O)N1CCCC(C)C1 (stereo unspecified)	?	-2%	-2%	3%	16%	23%	5%	8%	7%
COc1ccc(NC(=O)C2c3ccccc3OCC(=O)N2Cc2cccnc2)cc1 (stereo unspecified)	15	.	.	-1%	9%	17%	0%	19%	6%
O=C1C=CC2C(c3ccc4c(c3)OCO4)CC1N2Cc1ccccc1 (stereo unspecified)	-18	?	4%	3%	-19%	-13%	9.2µM*	-20%	?
Cc1cccc(C)c1-n1nnnc1-c1nc2cc(Br)ccc2[nH]c1=O	-4	.	.	-1%	-1%	16%	-13%	0%	0%
CCOC(=O)C1=C(CCc2ccccc2)NC(=O)NC1c1cccc([N+](=O)[O-])c1 (stereo unspecified)	-25	3%	?	2%	2%	-5%	0%	-12%	10%
CC(C)n1nnnc1SCC(=O)N1CCN(C(=O)c2ccco2)CC1	0	-3%	-2%	-8%	2%	47%[activator]	-6%	13%	22%
COc1ccc(NC(=O)CO/N=C2/CCCc3nonc32)c(OC)c1	1	1%	-17%	4%	-1%	-24%	0%	-5%	?
CN(Cc1cnn(C)c1)S(=O)(=O)c1cccc([N+](=O)[O-])c1	0	-20%	-51%[inhibitor]	-5%	0%	19%	0%	8%	7%
Cc1ccc(S(=O)(=O)NCC(=O)OCC(=O)Nc2ccc(C)c(S(=O)(=O)N3CCOCC3)c2)cc1	-14	-2%	27%	-8%	6%	6%	8%	8%	26%
NCCc1nnc(SCc2ccccc2F)o1	2	3%	3%	5%	3%	3%	6%	4%	-1%
Cc1cc(N)n(-c2ncnc3scc(-c4ccc(Cl)cc4)c23)n1	32	0%	-3%	-1%	1%	1%	13%	4%	0%
Cc1cc(C(C)(C)C)oc1C(=O)N(CC(=O)NC1CCCC1)Cc1ccc(Cl)cc1	-16	0%	22%	-10%	2%	-18%	-3%	-10%	?
CCOC(=O)C(=CNc1cc(C)ccc1-n1cccc1)C(=O)OCC	.	5%	-8%	-4%	3%	?	1%	25%	-25%
CN1CCC(C)(C(=O)Nc2ccc3c(c2)OCCO3)C1 (stereo unspecified)	-7	.	.	2%	8%	6%	0%	15%	3%
CC(C)C(NC(=O)c1ccccc1F)C(=O)NCCc1ccccn1 (stereo unspecified)	24	22%	-34%[inhibitor]	2%	8%	7%	3%	1%	16%
Cc1ccccc1-n1ncc2c1CC(C)(C)CC2NC(=O)CN1CCCC1=O (stereo unspecified)	-7	3%	0%	-35%	-10%	-5%	.	3%	.
CCOC(=O)Cc1c(C)nc2cc(-c3ccc(C)cc3)[nH]n2c1=O	3	10%	-20%	-6%	-2%	31%	-2%	3%	11%
Cc1cccnc1NC(=O)CN1C(=O)COc2ccc(Cl)cc21	3	15%	-8%	-2%	4%	.	11%	8%	1%
COc1ccc(NC2CCCN(C(=O)c3c(C)noc3C)C2)cc1 (stereo unspecified)	11	-27%	-1%	-5%	0%	-14%	-20%	20%	?
COc1c(C)cc(C(=O)C2CCCN(C(=O)C3=C(C)OCCO3)C2)cc1C (stereo unspecified)	4	-5%	-10%	-1%	0%	.	2%	1%	21µM*
Cc1ccc(C)c(NC(=O)CCC(=O)NNS(=O)(=O)c2ccc(Cl)cc2)c1	0	0%	-3%	12%	0%	-3%	-2%	4%	0%
CCOc1ncccc1C(=O)OCCCC(=O)c1ccc(Br)cc1	-14	-9%	-4%	-3%	-7%	.	-1%	10%	2%
O=C(CNC(=O)c1ccccc1Br)NCC(c1ccco1)N1CCCCC1 (stereo unspecified)	-3	6%	-96%[inhibitor]	1%	10%	3%	10%	16%	-12%
CN1CCN(C2CN(Cc3cn(Cc4ccc(C(F)(F)F)cc4)nn3)S(=O)(=O)C2)CC1 (stereo unspecified)	-6	.	.	-5%	0%	16%	-7%	2%	0%
CCNC(=S)Nc1cc(OCC)c(NC(=O)c2cccs2)cc1OCC	3	13%	-4%	13%	16%	2%	25%	5%	-6%
CCC(C)Sc1cc(C(F)(F)F)c(C(=O)Nc2ccc(Cl)cc2)cn1 (stereo unspecified)	-88*	?	16%	-12%	?	?	-23%	23µM*	?
N#CC(C(=S)Nc1ccccc1)c1nc2ccccc2[nH]1 (stereo unspecified)	26	?	?	-3%	-8%	.	-20%	2%	?
O=C(Nc1ccc(Cl)c(Cl)c1)OCc1cccnc1	?	?	-2%	24%	3%	9%	-20%	-5%	?
COC(=O)c1cn(NC(=O)c2cccc(OC)c2)c(=O)c2ccccc12	-17	-1%	0%	-5%	5%	19%	0%	6%	3%
